RAD52 inh: inhibitors of human RAD52 DNA annealing; recombinant RAD52 DNA annealing, FRET fluorescence; inhibition, % at 18.7 µM; 360,000 tested, 0.46% active;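 active = every replicate showing at least 50% inhibition; inconclusive = mean inhibition at least 50% but not in every replicate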
Target sequence (P43351 whole entry, looked up): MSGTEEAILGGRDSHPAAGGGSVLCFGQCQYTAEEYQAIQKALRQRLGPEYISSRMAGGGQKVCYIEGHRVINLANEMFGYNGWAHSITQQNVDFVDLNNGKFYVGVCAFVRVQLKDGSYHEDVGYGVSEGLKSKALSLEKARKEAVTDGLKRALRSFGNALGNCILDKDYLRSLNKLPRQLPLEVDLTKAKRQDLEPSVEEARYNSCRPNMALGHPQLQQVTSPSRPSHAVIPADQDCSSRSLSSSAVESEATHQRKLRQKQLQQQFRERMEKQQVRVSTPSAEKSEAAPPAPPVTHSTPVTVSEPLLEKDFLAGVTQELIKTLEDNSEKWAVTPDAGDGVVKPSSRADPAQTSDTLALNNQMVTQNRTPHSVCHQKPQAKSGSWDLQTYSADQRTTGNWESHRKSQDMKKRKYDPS
ERp5 block: ERp5 (human) disulfide isomerase inhibition; inhibition, % at 9.99 µM; 350,000 tested, 0.05% active; ERp5 insulin aggregation, absorbance 650 nm, 90 min;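 active = mean replicate inhibition above about 25%, with every replicate also reaching it, limit read from the data, passing the limit was not always enough; inconclusive = only one of those two criteria met; inactive = neither criterion met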
RAD54 inh: inhibitors of human RAD54 branch migration | Q92698 | RAD54 Holliday junction branch migration, FAM/BHQ fluorescence | AID 602329 | inhibition, % at 10.4 µM | 360,000 tested, 0.14% active;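 active = mean normalized replicate activity at least 40 and at least half of replicates scoring 40 or more; inconclusive = only one of the two criteria met; inactive = mean below 40 and under half of replicates reaching 40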;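 note: 0% = median of neutral control wells and 100% = median of positive control wells; inhibitors cause a drop in the FAM fluorescence signal; in these data hits start at about 50%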
esBAF inh: SWI/SNF esBAF complex inhibition. mouse ES cells, Bmi1-luciferase knock-in reporter, 24 h; 100% = twice the neutral-well signal. reporter increase, % at 12.5 µM. 350,000 tested, 2% active; in the data active = activation above about 40%; inconclusive = no clear call, values can overlap the other calls;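 note: 0% = median of the plate's neutral control wells and 100% = double that signal; a rise in the Bmi1 reporter signal indicates esBAF inhibition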
ERAP1 HTS inh: blocks human ERAP1 aminopeptidase activity | Q9NZ08 | recombinant ERAP1, Leu-AMC fluorescence, 60 min | inhibition, % at 10.7 µM | 340,000 tested, 0.15% active;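 active = mean replicate inhibition of at least 30%, or all replicates individually reaching that 30% level; inactive = mean below 30% and not every replicate reaching it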;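 note: 0% = neutral control wells and 100% = L-leucinethiol positive control wells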
E-selectin induc: E-selectin induction on HUVECs; AID 686992; 260,000 tested, 0.37% active; activation, % at 7.58 µM; P16581; HUVEC E-selectin immunofluorescence imaging; normalized: neutral wells 0, TNF-alpha wells 100;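 active = mean E-selectin-positive cell signal at least 10% of the positive control, reached in at least 60% of replicates, without over 20% cell loss; inconclusive = no rule given, readout overlaps actives, possibly toxicity-flagged; inactive = the rest, including those meeting only one limit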;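 note: in these data hits start at about 27%; measured in HUVEC primary endothelial cells; signal is the percent of cells scored E-selectin positive by PE staining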
Target sequence (P16581 whole entry, looked up): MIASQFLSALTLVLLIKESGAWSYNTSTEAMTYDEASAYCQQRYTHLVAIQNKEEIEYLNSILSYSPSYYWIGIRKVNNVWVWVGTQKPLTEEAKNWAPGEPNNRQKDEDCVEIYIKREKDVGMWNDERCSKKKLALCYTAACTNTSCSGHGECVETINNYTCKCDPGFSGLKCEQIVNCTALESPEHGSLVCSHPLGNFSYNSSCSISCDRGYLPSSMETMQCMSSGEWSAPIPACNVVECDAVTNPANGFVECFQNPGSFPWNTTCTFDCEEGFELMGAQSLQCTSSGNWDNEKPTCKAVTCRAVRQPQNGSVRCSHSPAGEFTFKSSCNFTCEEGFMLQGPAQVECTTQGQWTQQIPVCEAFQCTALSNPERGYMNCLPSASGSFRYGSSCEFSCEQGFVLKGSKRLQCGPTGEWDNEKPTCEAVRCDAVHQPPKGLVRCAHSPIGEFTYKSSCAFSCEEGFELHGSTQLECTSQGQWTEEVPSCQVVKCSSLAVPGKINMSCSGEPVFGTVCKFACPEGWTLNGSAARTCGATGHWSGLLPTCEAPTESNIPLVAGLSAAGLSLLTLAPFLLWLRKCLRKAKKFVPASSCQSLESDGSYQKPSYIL
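System: HUVEC, human umbilical vein endothelial cells; quantity: 3,000 cells/well; buffer or medium: EGM-2 medium, gelatin-coated wells; dosing: single-point compound dose; detection: immunofluorescence imaging; evaluation: % PE-positive cells; benchmarks: TNF-alpha, DMSO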
XiGFP reactiv: X-chromosome reactivation activator; 360,000 tested, 0.055% active; AID 743238; XiGFP mouse fibroblasts, % GFP-positive cells imaging, 3 d; cells co-treated with 5-aza-dC sensitizer; scaled so ellipticine positive control = 100%; activation, % at 7.58 µM;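 active = mean normalized replicate activation at least 10% and every replicate at or above 10%; inconclusive = only one of the two criteria met; inactive = mean below 10% and not all replicates reach 10%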;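 note: 0% = median of on-plate neutral control wells and 100% = ellipticine 6 µM median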
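System: SV40-immortalized XiGFP fibroblast cells, line 68-5-11 / Incubation: 3-day compound exposure, then 15 min fixation at room temperature / Compound: single concentration per compound, delivered by pin transfer / Buffer or medium: DMEM plus 5-aza-dC sensitizer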
S100A4 MyoIIA: S100A4-myosin IIA interaction inhibition; inhibition, % at 10.7 µM; AID 652163; P26447; 360,000 tested, 0.14% active; S100A4/TAMRA-MyoIIA peptide fluorescence polarization;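 active = mean inhibition of at least 70% across replicates, with every replicate also reaching that level; inconclusive = mean inhibition reaches 70% but some replicates fall short; inactive = mean inhibition below 70%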
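Material: human S100A4 monomer with TAMRA-labelled myosin IIA peptide; buffer or medium: HEPES pH 7.2 with CaCl2, KCl, NaCl, DTT, Triton; compound dosing: one concentration per compound; schedule: 5 min incubation before reading; benchmarks: neutral control DMSO, positive control TFP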
Numbers without * were called inactive; ? = inconclusive; nt = not tested or not shown.

SMILES,RAD52 inh,ERp5 block,RAD54 inh,esBAF inh,ERAP1 HTS inh,E-selectin induc,XiGFP reactiv,S100A4 MyoIIA
CCS(=O)(=O)NCC[C@@H]1CC[C@H](NS(=O)(=O)c2ccccc2C)[C@H](CO)O1,-13.6,-0.7,1.6,8.0,3.6,0.0,0.4,-0.4
O=C(O)C(C(=O)Oc1ccccc1)C(C(=O)O)C(=O)Oc1ccccc1 (configuration not stated),-6.8,2.8,-1.5,-2.9,-0.3,-0.4,0.0,-2.8
COc1ccccc1-n1c(SCC(=O)Nc2cc(C)on2)nc2c(c1=O)SCC2,-9.3,7.4,-5.4,-4.5,0.5,nt,0.4,-1.4
COc1cccc(CN2CCN(CCc3ccccc3)C(CCO)C2)c1OC (configuration not stated),-6.7,5.0,nt,nt,-3.1,nt,0.4,-1.5
O=C(Cc1ccccc1)N1C[C@@H]2[C@H](c3ccccc31)[C@@H](CO)N2C(=O)Cc1ccccc1,-1.6,-1.1,5.6,-3.0,-2.3,-0.3,0.1,-3.8
Cc1ccc(C(=O)N/C(=C\c2cccs2)C(=O)NCCc2ccccn2)cc1C,-13.9,-5.6,nt,nt,1.9,nt,0.0,-0.8
CCCNC(=O)c1ccc(N2CCC3(CC2)CC(c2cccc(Br)c2)=NO3)c(NC(=O)c2ccccc2)c1,-40.0,2.4,2.3,nt,-3.6,1.7,0.0,0.8
COc1ccc(NC(=O)NNC(=O)c2cc3ccccc3cc2O)cc1,-15.3,8.5,-15.9,1.4,-2.4,-1.4,0.4,1.2
Cc1ccccc1SCC(=O)OCC(=O)NCCNC(=O)COC(=O)CSc1ccccc1C,-5.5,3.8,-17.6,-1.5,-2.3,0.8,0.0,-10.0
CCOC(=O)c1ccc(N2CCN(c3ccccc3F)CC2)c(NC(=O)Nc2cccc(OC)c2)c1,-1.6,0.5,3.9,3.9,-0.1,1.0,0.2,-1.8
C[C@@H]1CN([C@H](C)CO)C(=O)c2cc(NS(C)(=O)=O)ccc2O[C@H]1CN(C)Cc1ccc(Oc2ccccc2)cc1,22.5,0.5,-2.7,-1.5,-1.2,0.0,0.2,0.2
C[C@@H]1CCCCO[C@H](CN(C)C(=O)c2ccncc2)[C@H](C)CN([C@H](C)CO)C(=O)c2cc(NC(=O)c3ccccc3)ccc2O1,1.9,-3.0,3.0,8.9,-1.0,0.7,0.4,-11.6
C[C@H]1CN([C@@H](C)CO)C(=O)c2cccc(NC(=O)Nc3ccc(F)cc3)c2O[C@@H]1CN(C)Cc1ccccc1,-8.8,-1.0,-0.4,0.6,-0.3,0.3,0.0,-6.2
Cc1cc(C)c(S(=O)(=O)Nc2ccc3[nH]c(=O)[nH]c3c2)c(C)c1,-9.7,3.9,nt,nt,-2.7,nt,0.0,-6.8
COc1cc2ccccc2cc1C(=O)N/N=C/c1cccnc1,2.3,2.5,-5.6,3.7,-2.9,nt,0.1,-2.6
O=C(C[C@H]1CC[C@H]2[C@@H](COC[C@H](O)CN2C(=O)Nc2ccccc2)O1)NCc1ccncn1,-6.3,2.2,4.2,-3.5,3.9,0.1,-0.1,1.0
O=C(CN1C(=O)NC2(CCCC2)C1=O)Nc1ccc(OC(F)(F)F)cc1,-7.7,-0.1,-3.1,13.0,-0.7,nt,-0.1,-2.5
COc1ccc(Br)cc1C1CC(=O)N2CN(Cc3ccccc3)CSC2=C1C#N (configuration not stated),-15.5,-3.8,-5.8,-1.3,3.5,0.2,0.0,-7.6
CNc1ccc(-c2cccc(C#N)c2)cn1,-14.0,0.7,3.6,39.2,-1.6,0.0,0.0,0.8
CC12CCCC(CC(=O)O)(C1)NC(=O)C2 (configuration not stated),12.3,4.8,4.1,-7.8,1.6,0.0,0.0,1.4
CC1(C(=O)Nc2cccc(Oc3ccccc3)c2)CCN1Cc1ccccc1Cl (configuration not stated),-1.4,-6.2,5.4,-0.5,-3.6,-0.7,0.0,-4.3
O=C(COC(=O)c1ccc(Cl)cc1O)Nc1cccnc1Cl,-6.8,-3.5,nt,6.5,-0.8,nt,0.0,-0.7
O=C(O)c1ccc(N2C(=O)c3ccccc3C2=O)cc1[N+](=O)[O-],-0.2,1.6,-1.9,-2.4,-1.0,-0.2,0.3,2.1
Fc1cccc(/C=N/N=C/c2cccc(F)c2)c1,-8.7,-0.1,nt,nt,-2.5,0.0,0.0,-6.8
COc1cccc(-c2cccc3c2NC(=O)C3(C)Cc2cccc(F)c2)c1 (configuration not stated),-19.6,0.2,1.0,6.5,-0.4,-0.3,0.0,-1.9
CC/C(=N\O)c1c(O)c2c(n(-c3ccccc3)c1=O)CCCC2,53.8*,1.0,nt,nt,1.8,nt,0.0,-2.6
COc1ccc(OC)c(S(=O)(=O)N2CCN(Cc3ccccc3)CC2)c1,-8.1,-0.9,-4.1,-5.5,2.5,nt,0.0,-13.4
CN(Cc1ccccc1)c1ccc(C(CC(N)=O)NC(=O)c2ccccc2)cc1[N+](=O)[O-] (configuration not stated),-5.0,-0.4,3.1,-1.8,nt,1.2,0.8,-2.5
Cc1ccccc1C(=O)Nc1ccc(C(=O)N/N=C/c2ccccn2)cc1,-8.4,-0.3,-5.2,-4.3,2.6,-0.1,-0.1,6.1
Nc1nnc(SCC(=O)Nc2cccc(S(=O)(=O)N3CCOCC3)c2)s1,-3.5,-2.5,-4.0,0.5,1.1,0.1,0.1,-1.5

The final 3 entries of the part above come first, to join the parts.
SMILES,RAD52 inh,ERp5 block,RAD54 inh,esBAF inh,ERAP1 HTS inh,E-selectin induc,XiGFP reactiv,S100A4 MyoIIA
CN(Cc1ccccc1)c1ccc(C(CC(N)=O)NC(=O)c2ccccc2)cc1[N+](=O)[O-] (configuration not stated),-5.0,-0.4,3.1,-1.8,nt,1.2,0.8,-2.5
Cc1ccccc1C(=O)Nc1ccc(C(=O)N/N=C/c2ccccn2)cc1,-8.4,-0.3,-5.2,-4.3,2.6,-0.1,-0.1,6.1
Nc1nnc(SCC(=O)Nc2cccc(S(=O)(=O)N3CCOCC3)c2)s1,-3.5,-2.5,-4.0,0.5,1.1,0.1,0.1,-1.5
CC(=O)NC(CCCCNC(=S)NC1CCCCC1)C(=O)O (configuration not stated),-8.1,-3.0,nt,nt,-0.1,nt,0.2,2.8
O=C(Cc1ccccn1)N[C@H]1CC[C@@H](CCNC(=O)c2cc(Cl)cc(Cl)c2)O[C@H]1CO,4.0,-11.5,-8.2,-1.8,-0.6,-0.1,0.0,-5.9
CCC(C(=O)NC1CCCCCC1)n1nc(C)n2c(cc3occc32)c1=O (configuration not stated),-5.0,-3.6,5.3,10.2,3.3,nt,0.0,-5.3
CCOc1ccc(/C=N/NC(=O)c2[nH]ncc2Br)c(O)c1,-6.1,1.1,nt,nt,14.4,nt,0.0,-1.0
CC1CCc2cc(F)ccc2N1C(=O)CSc1nnc2c(n1)[nH]c1ccccc12 (configuration not stated),-9.2,4.7,nt,nt,-3.4,nt,0.5,-5.9
O=C(O)c1ccc(/C=N/NC(=O)c2cc(-c3ccc4c5c(cccc35)CC4)n[nH]2)cc1,-18.3,-2.0,-2.3,nt,-3.7,3.8,0.1,-3.0
C[C@@H]1CN([C@@H](C)CO)C(=O)c2cc(-c3cccc(F)c3)cnc2O[C@@H]1CN(C)C(=O)Nc1ccccc1F,6.6,-3.8,0.3,3.3,0.0,0.1,-0.8,-7.2
CC(=O)c1ccc(NS(=O)(=O)c2ccc(N/C=C/C(=O)c3ccc(F)cc3)cc2)cc1,-127.2,-6.1,nt,nt,-4.9,0.7,?,2.8
COc1cccc(NC(=O)N2CCCC(C(=O)NC3CCCCC3C)C2)c1 (configuration not stated),-9.1,1.0,-7.9,2.1,2.5,0.2,0.0,-4.3
C[C@H](CO)N1C[C@H](C)[C@H](CN(C)C(=O)C2CC2)Oc2cc(-c3cccc(C#N)c3)ccc2S1(=O)=O,-23.8,-0.9,3.4,-2.9,-0.1,0.4,-0.1,-51.9
Cc1[nH][nH]c(=O)c1C,0.9,-0.2,-10.2,2.7,1.6,-0.1,-0.1,2.3
O=C(Cc1ccccn1)N1CC2(C1)[C@H](c1ccccc1)[C@H](CO)N2C(=O)c1cccnc1,-175.3,-1.3,nt,nt,0.9,0.1,0.1,4.3
Cc1cc(SCC(=O)OCC(=O)c2c(N)n(C)c(=O)n(C)c2=O)c(C)cc1Br,-31.1,-3.7,-4.6,-6.8,0.7,0.2,0.0,-0.1
CCC(C(=O)Nc1ccccc1Cl)n1nc(C)c2c(C)n(-c3ccccc3)nc2c1=O (configuration not stated),-31.9,nt,12.6,1.5,-2.1,0.0,-0.1,-1.1
Cc1cc(NC(=O)CN2C(=O)NC(C)(CCc3ccccc3)C2=O)no1 (configuration not stated),2.2,-0.1,-10.2,-2.7,3.2,-1.9,0.2,1.7
Cc1ccccc1NC(=S)NC1(C)CCS(=O)(=O)C1 (configuration not stated),-5.0,0.6,nt,nt,4.3,-0.9,0.1,-7.2
C[C@H](CO)N1C[C@H](C)[C@@H](CN(C)C(=O)Nc2ccc(F)cc2)Oc2ncc(C#Cc3ccc(F)cc3)cc2C1=O,-15.8,10.3,10.9,nt,2.3,-0.2,0.4,7.2
O=C(COc1ccc2c3c(c(=O)oc2c1)CCC3)Nc1ccc(CN2CCOCC2)cc1,-10.9,-25.1,-11.0,2.3,-0.2,nt,0.2,-3.3
O=C(c1cc2c(c(-c3cccc(-c4ccc(F)cc4)c3)n1)[C@H](CCO)N(C(=O)c1ccc3c(c1)OCO3)C2)N1CCOCC1,-5.3,5.3,nt,nt,nt,0.1,0.1,-5.5
Cc1ccc(S(=O)(=O)N(C)C[C@H]2Oc3ccc(NC(=O)CCCN(C)C)cc3C(=O)N([C@H](C)CO)C[C@@H]2C)cc1,5.1,-2.1,-3.7,-3.5,-2.2,-2.1,-0.8,23.9

Rows were taken by chance; any-hit rate near 2.5%.
